EPAC1 agonist = qHTS for Agonist of cAMP-regulated guanine nucleotide exchange factor 3 (EPAC1): primary screen. EPAC1 agonist qHTS, biochemical assay; response scale: 100% = response to 6.5 mM cAMP. Potency, µM (top dose mostly 154 µM), for inactives: at the top dose activation, hits mostly activators. 360,000 compounds, 0.073% hits. AID 720707, 2013; note: nearly all actives have a fitted effect of over 60% in size
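Fluorescent GDP-exchange assay: 100 nM EPAC1 with 250 nM Rap1B preloaded with BODIPY-GDP and 50 uM GDP; compounds tested as concentration series, 5 min at room temperature, then read every 5 min for 30 min (ex 480/em 540 nm); normalized to 6.5 mM cAMP.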
PTHR1 agonist = qHTS for PTHR1 Agonists: Primary Screen; 410,000 compounds, 0.075% hits; Potency, µM (doses to about 115 µM), for the others: at the highest dose activation, hits mostly activators; HEK293 GP2 PTHR1 cells, GloSensor cAMP luminescence, 1 h; note: nearly all actives have a fitted effect of over 55% in size; some results filed as inactive show a strong effect at the top dose; inactives centre near -15; many of its hits are not listed in these tables
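HEK-293-derived GP2 cells expressing PTHR1 and a GloSensor cAMP reporter, 3,000/well, plated overnight, given luciferin plus IBMX (each 0.5 mM as added) for 1 h at 37 °C, then compound for 1 h at 37 °C. Luminescence was read after 15 min at room temperature.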
EPAC2 ag = qHTS for Agonist of cAMP-regulated guanine nucleotide exchange factor 4 (EPAC2): primary screen; 360,000 compounds, 0.079% hits; Potency, µM (titrated, usually from 154 µM), without a hit: at the top dose activation, usual class: activators; EPAC2 activation, biochemical qHTS; response scale: 100% = 6.5 mM cAMP response; note: nearly all actives have a fitted effect of over 50% in size
Target sequence (Q8WZA2 whole entry, looked up): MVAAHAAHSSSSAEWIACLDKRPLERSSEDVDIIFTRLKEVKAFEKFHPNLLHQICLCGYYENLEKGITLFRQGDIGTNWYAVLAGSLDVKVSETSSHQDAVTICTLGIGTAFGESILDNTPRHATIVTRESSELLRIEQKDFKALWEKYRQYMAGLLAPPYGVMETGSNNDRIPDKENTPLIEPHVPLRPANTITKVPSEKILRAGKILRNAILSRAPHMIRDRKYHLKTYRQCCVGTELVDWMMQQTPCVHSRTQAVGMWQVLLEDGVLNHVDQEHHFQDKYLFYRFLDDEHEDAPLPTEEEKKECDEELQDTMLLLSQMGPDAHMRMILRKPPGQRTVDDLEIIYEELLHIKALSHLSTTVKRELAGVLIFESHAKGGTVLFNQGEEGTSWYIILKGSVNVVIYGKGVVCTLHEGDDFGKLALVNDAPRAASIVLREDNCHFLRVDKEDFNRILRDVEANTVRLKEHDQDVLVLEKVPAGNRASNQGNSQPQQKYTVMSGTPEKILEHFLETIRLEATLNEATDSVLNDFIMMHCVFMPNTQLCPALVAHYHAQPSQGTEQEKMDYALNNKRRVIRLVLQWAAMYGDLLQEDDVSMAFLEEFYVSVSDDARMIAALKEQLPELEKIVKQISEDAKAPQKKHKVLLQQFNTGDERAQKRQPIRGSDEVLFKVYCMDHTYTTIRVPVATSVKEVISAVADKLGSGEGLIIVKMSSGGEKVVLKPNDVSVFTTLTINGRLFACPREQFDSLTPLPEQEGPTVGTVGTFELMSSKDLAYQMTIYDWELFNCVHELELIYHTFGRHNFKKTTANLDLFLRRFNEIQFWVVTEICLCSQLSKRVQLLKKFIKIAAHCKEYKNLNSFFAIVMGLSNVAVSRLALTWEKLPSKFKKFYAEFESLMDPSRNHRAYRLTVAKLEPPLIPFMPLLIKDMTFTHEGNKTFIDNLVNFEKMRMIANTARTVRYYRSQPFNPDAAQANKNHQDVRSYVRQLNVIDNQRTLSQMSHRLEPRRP
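Guanine nucleotide exchange by EPAC2 is measured as reduced fluorescence of BODIPY-GDP once it is released from 250 nM Rap1B. Plates are read kinetically for 30 min at room temperature; results are scaled to 6.5 mM cAMP.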
EPAC1 antag = qHTS for Antagonist of cAMP-regulated guanine nucleotide exchange factor 3 (EPAC1): primary screen | Rap guanine nucleotide exchange factor 3 (Homo sapiens), O95398 | Potency, µM (highest dose often 115 µM), for the others: at the highest dose activity change, negative = inhibition, actives largely listed as inhibitors | AID 720709, 2013 | 360,000 compounds, 0.14% hits | EPAC1 GEF assay, Rap1b-BODIPY-GDP exchange fluorescence;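 note: plate controls were vehicle for no effect and positive control for full effect; nearly all actives have a fitted effect of over 50% in size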
EPAC2 antag = qHTS for Antagonist of cAMP-regulated guanine nucleotide exchange factor 2 (EPAC2): primary screen; Rap guanine nucleotide exchange factor 4 (Homo sapiens), Q8WZA2; EPAC2 GEF exchange of Rap1B-BODIPY-GDP, fluorescence; Potency, µM (series often up to 114 µM), inactives show at the top dose activity, negative = inhibition, hits mostly inhibitors; 360,000 compounds, 0.18% hits; note: % is set by controls: 0 for no effect and ±100 for the full control effect; nearly all actives have a fitted effect of over 45% in size; many of its hits are not listed in these tables
FUS suppressor = qHTS for Suppressors of FUS Proteinopathy: Primary screen using FUS-linked yeast assay. S. cerevisiae FUS-expressing, growth rescue, OD600, 24 h. Potency, µM (titrated, usually from 76.6 µM), for inactives: at the top dose growth rescue (activation), usual class: activators. 390,000 compounds, 0.24% hits. AID 1347120, 2019;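 note: plate controls were DMSO vehicle for no effect and reference control for full effect; nearly all actives have a fitted effect of over 55% in size; some results filed as inactive show a strong effect at the top dose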
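Toxicity suppression screen in FUS-yeast. Cells induced with 2% galactose, starting OD 0.005, treated 24hr at 30C with compounds at multiple final concentrations; growth by OD600.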
aSyn yeast inh = qHTS of alpha-syn Inhibitors; 370,000 compounds, 0.14% hits; Yeast expressing alpha-synuclein, growth rescue, BacTiter-Glo, 24 h; Potency, µM (series often up to 46.1 µM), for the others: top-dose growth rescue (activation), most hits filed as activators; note: % of control where 0% means no effect; nearly all actives have a fitted effect of over 65% in size
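Galactose-induced alpha-syn yeast (OD600=0.02, raffinose-pregrown) + pinned cpd, 24 hr, 30 deg C; growth by BacTiter-Glo luminescence. Growth restoration scores as activation.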
TDP43 rescue = qHTS of TDP-43 Inhibitors. TDP-43 expressing yeast growth rescue, BacTiter-Glo, 24 h. Potency, µM (highest dose often 46.1 µM), for the others: at the top dose growth rescue (activation), hits mostly activators. 410,000 compounds, 1.8% hits. AID 652104, 2013; note: % of control where 0% means no effect; nearly all actives have a fitted effect of over 50% in size
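Yeast cells expressing TDP-43 under galactose induction are exposed to compounds for 24 hr at 30 deg C. BacTiter-Glo luminescence measures growth, so protective compounds score as activators.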
Active calls of the source: *; i = inactive; ? = inconclusive; nt = not tested or not shown; [ ] = remark or other dose. Calls come from the whole dose curve; as a rule, active = well fitted curve in the direction sought with a large enough effect; inconclusive = small, poorly fitted or top-dose-only effect, or another doubt; inactive = no such curve, though single readings can be large; an effect the other way counts as inactive or inconclusive. Potency is the fitted concentration of half-maximal effect.

The line under a structure holds: EPAC1 agonist, PTHR1 agonist, EPAC2 ag, EPAC1 antag, EPAC2 antag, FUS suppressor, aSyn yeast inh, TDP43 rescue
1) Cc1nc(OCc2c(C)noc2C)c2ccccc2n1
    6%, -36%[inhibitor], 9%, -8%, 4%, 10%, 6%, 10%
2) Cc1nc2ccccc2n1C1CCN(CC(=O)NCc2ccc(F)cc2)CC1
    9%, -4%[57.5 µM], -2%, 11%, -1%, 0%, 3%, 1%
3) COC(=O)c1c(C)oc2ccc(N(C(=O)c3ccncc3)S(=O)(=O)c3ccc(C)cc3)cc12
    7%, -13%[57.5 µM], 17%, -12%, -7%, ?, 3%, ?
4) Cc1ccc(/C=C/C(=O)Nc2ccc([N+](=O)[O-])cc2)o1
    0%, i, 2%, 4%, -1%, 15%, -21%, -7%
5) COc1ccc(OC)c(NC(=O)COC(=O)c2cc3c(s2)CCC3)c1
    -6%, -32%[inhibitor], -1%, -22%, 4%, 18%, -5%, 14%
6) COc1ccccc1NC(=O)COC(=O)c1ccc(S(=O)(=O)N2CCCCCC2)cc1
    1%, i, -1%, 4%, 3%, -3%, -7%, 5%
7) O=C(O)CCNC(=O)C12CC3CC(CC(C3)C1)C2
    -4%, i, 0%, -4%, -4%, -2%, -2%, -10%
8) Nc1cccc(-c2nc3ccc(C(=O)c4ccccc4)cc3[nH]2)c1
    4%, -44%[inhibitor], 9%, -19%, -3%, 4%, -9%, -1%
9) CC(CCc1ccccc1)NC(=O)C1CC1 (configuration not stated)
    -13%, -1%, 6%, -15%, 6%, 10%, -1%, -7%
10) COC(=O)C1(C)CCc2cc(OC)ccc2C1=O (configuration not stated)
    6%, i, 3%, -10%, -2%, -1%, 4%, -15%

Look-ups from the entries so far:
Reading of entry 9 under EPAC2 ag: 6%
Reading of entry 1 under EPAC2 ag: 9%

Remaining list, next part:
The line under a structure holds: EPAC1 agonist, PTHR1 agonist, EPAC2 ag, EPAC1 antag, EPAC2 antag, FUS suppressor, aSyn yeast inh, TDP43 rescue
11) CC(C(=O)Nc1ccc2c(c1)OCO2)N1CCN(C)CC1 (configuration not stated)
    7%, -4%, -2%, -4%, -4%, 21%, 0%, 13%
12) COc1ccc(CNC(=O)CN(C(=O)c2snc(C(N)=O)c2N)c2ccc(F)cc2)cc1
    1%, -28%, 3%, -18%, 0%, -11%, 0%, 21%
13) CC1CN(S(=O)(=O)c2ccc(C(=O)NN3CCN(C)CC3)cc2)CC(C)O1 (configuration not stated)
    -5%, i, -3%, 3%, 5%, 13%, -4%, -20%[9.22 µM]
14) CCS(=O)(=O)CCSc1nc2ccccc2o1
    1%, -6%[57.5 µM], 10%, 4%, 0%, -1%, -13%, -20%
15) COc1ccccc1C(O)(C(=O)NN(C(=O)c1ccccc1)c1ccccc1C)c1cccs1 (configuration not stated)
    -5%, i, 5%, -9%, -7%, -12%, -2%, -25%
16) Cc1cc(C)n(C(=O)CNC(=O)/C=C/c2ccccc2)n1
    -1%, -16%, 11%, -7%, -4%, 3%, 9%, -7%
17) Cc1nn(Cc2ccccc2)c(C)c1C(=O)N1CCN(S(=O)(=O)/C=C/c2ccccc2)CC1
    -1%, -41%[inhibitor], 10%, -18%, 17%, 32%, 0%, 10%
18) CC(=O)Oc1ccc(N(C(C)=O)S(=O)(=O)c2ccc3ccccc3c2)cc1Br
    13%, -60%, 10%, 1%, -19%, 34%, 22%, 13µM*
19) O=C(N/N=C/c1ccc(Br)cc1)c1cc[n+]([O-])cc1
    4%, ?, 9%, -25%, -6%, 16%, -1%, -16%
20) CC(C)=CCCC(C)CN1CCC(n2nccc2NC(=O)C2CCCC2)CC1 (configuration not stated)
    -16%, i, -6%, -13%, -14%, -6%, -1%, -7%
21) COc1ccc(N2C(=O)CCC2(C#N)c2ccc(Br)cc2)cc1 (configuration not stated)
    -2%, -1%, -3%, 4%, -1%, 16%, 9%, 13%
22) Cc1cc(C)n(-c2ccc(S(=O)(=O)N3CCCC3)cc2[N+](=O)[O-])n1
    9%, -61%[inhibitor], 4%, 1%, 0%, -21%, 4%, 22%
23) COc1cccc(NC(=O)CN(C)CC(=O)Nc2ccc(Cl)cc2[N+](=O)[O-])c1
    -5%, -2%, -1%, ?, -20%, 13%, 7%, 18µM*
24) O=S(=O)(NCc1ccc(F)cc1)c1cccc(S(=O)(=O)N2CCOCC2)c1
    0%, 0%[57.5 µM], 2%, 10%, 7%, 24%, 6%, -14%
25) CC(C)Oc1c(Br)cc(Br)cc1/C=N/NC(N)=S
    10%, -31%[inhibitor], 6%, -19%, -2%, 1%, -6%, 18%
26) CCOC(=O)c1ccc(S(=O)(=O)N2CCN(C(=O)c3cc(=O)c4ccccc4o3)CC2)cc1
    6%, -9%, 13%, -9%, -4%, 24%, 0%, -2%
27) Cc1oc(-c2cccc(Cl)c2)nc1CN(C)C1CCOC1 (configuration not stated)
    0%, 0%, 7%, 11%, -4%, 7%, 1%, -8%
28) CC(=O)Nc1nc(CCN2C(=O)c3ccccc3C2=O)cs1
    -2%, i, 3%, 2%, 0%, -6%, 10%, 0%
29) CC1/C(=N/O)C(CN(C)C)C2CC1C2(C)C (configuration not stated)
    -3%, i, 7%, 6%, 5%, nt, -1%, -11%
30) COc1ccc(C(=O)Nc2nnc(SCC(=O)NC3CC3)s2)cc1
    2%, -21%, 3%, -8%, 5%, -30%, 0%, 1%
31) CC(=O)c1c(N2CCC(C(N)=O)CC2)nc(=S)n(-c2ccccc2)c1C
    5%, i, 1%, -1%, 13%, 27%, -1%, 2%
32) CCOc1ccc(S(=O)(=O)N2CCC(C(=O)Nc3ccccc3N3CCCC3)CC2)cc1
    10%, -48%[inhibitor], 11%, -5%, 3%, 7%, -2%, 0%
33) C[C@H](c1ccccc1)N1C[C@@H](COCc2ccccc2)Oc2cc(N3CC[C@@H](N(C)C)C3)ccc2S1(=O)=O
    2%, 2%, 5%, -9%, -18%, 33%, 5%, 18%
34) CCn1cc(C(=O)Nc2ccc(OC)c(S(=O)(=O)N3CCCCC3)c2)c(=O)c2ccc(C)nc21
    0%, -5%, -4%, 1%, -1%, nt, -20%, -6%
35) CC(C)C(NS(=O)(=O)c1cccs1)C(=O)NCCCN1CCCCCC1 (configuration not stated)
    8%, i, 11%, 11%, 3%, -3%, -1%, -4%
36) CCCCC(=O)N(C)c1c(C)nc2ccc(C(=O)N(C)Cc3ccco3)cn12
    -8%, -13%, 6%, -9%, 6%, -20%, -14%, 3%
37) Cc1ccc(NC(=O)Cn2cnc3cc([N+](=O)[O-])ccc3c2=O)c(Cl)c1
    -4%, i, -7%, -7%, -3%, 15%, 5%, -20%
38) CCOc1ccccc1NC(=S)NC(=O)C1CC1
    -15%, -13%, 5%, -19%, 6%, 12%, -7%, 26%
39) CCCCCC(=O)N1C[C@@H](n2cc(COC(=O)c3ccccc3)nn2)[C@H](O)C[C@@H]1c1ccc(C)cc1
    -3%, -19%, 5%, -13%, -20%, 27%, 0%, 10%
40) Cc1ccc(C)c(NC(=O)NC2CCCCCCC2)c1
    6%, i, 4%, 11%, 0%, 1%, -2%, 13%

9 entries already listed, arranged by length of the SMILES, low to high:
The line under a structure holds: EPAC1 agonist, PTHR1 agonist, EPAC2 ag, EPAC1 antag, EPAC2 antag, FUS suppressor, aSyn yeast inh, TDP43 rescue
9) CC(CCc1ccccc1)NC(=O)C1CC1 (configuration not stated)
    -13%, -1%, 6%, -15%, 6%, 10%, -1%, -7%
14) CCS(=O)(=O)CCSc1nc2ccccc2o1
    1%, -6%[57.5 µM], 10%, 4%, 0%, -1%, -13%, -20%
38) CCOc1ccccc1NC(=S)NC(=O)C1CC1
    -15%, -13%, 5%, -19%, 6%, 12%, -7%, 26%
30) COc1ccc(C(=O)Nc2nnc(SCC(=O)NC3CC3)s2)cc1
    2%, -21%, 3%, -8%, 5%, -30%, 0%, 1%
8) Nc1cccc(-c2nc3ccc(C(=O)c4ccccc4)cc3[nH]2)c1
    4%, -44%[inhibitor], 9%, -19%, -3%, 4%, -9%, -1%
20) CC(C)=CCCC(C)CN1CCC(n2nccc2NC(=O)C2CCCC2)CC1 (configuration not stated)
    -16%, i, -6%, -13%, -14%, -6%, -1%, -7%
36) CCCCC(=O)N(C)c1c(C)nc2ccc(C(=O)N(C)Cc3ccco3)cn12
    -8%, -13%, 6%, -9%, 6%, -20%, -14%, 3%
24) O=S(=O)(NCc1ccc(F)cc1)c1cccc(S(=O)(=O)N2CCOCC2)c1
    0%, 0%[57.5 µM], 2%, 10%, 7%, 24%, 6%, -14%
23) COc1cccc(NC(=O)CN(C)CC(=O)Nc2ccc(Cl)cc2[N+](=O)[O-])c1
    -5%, -2%, -1%, ?, -20%, 13%, 7%, 18µM*

Arranged by molecular weight (low to high): three of the compounds above
The line under a structure holds: EPAC1 agonist, PTHR1 agonist, EPAC2 ag, EPAC1 antag, EPAC2 antag, FUS suppressor, aSyn yeast inh, TDP43 rescue
35) CC(C)C(NS(=O)(=O)c1cccs1)C(=O)NCCCN1CCCCCC1 (configuration not stated)
    8%, i, 11%, 11%, 3%, -3%, -1%, -4%
34) CCn1cc(C(=O)Nc2ccc(OC)c(S(=O)(=O)N3CCCCC3)c2)c(=O)c2ccc(C)nc21
    0%, -5%, -4%, 1%, -1%, nt, -20%, -6%
33) C[C@H](c1ccccc1)N1C[C@@H](COCc2ccccc2)Oc2cc(N3CC[C@@H](N(C)C)C3)ccc2S1(=O)=O
    2%, 2%, 5%, -9%, -18%, 33%, 5%, 18%

Later entries:
The line under a structure holds: EPAC1 agonist, PTHR1 agonist, EPAC2 ag, EPAC1 antag, EPAC2 antag, FUS suppressor, aSyn yeast inh, TDP43 rescue
41) Oc1ccccc1-c1nc(N2CCCC2)c2ccccc2n1
    -1%, i, -2%, 14%, 8%, -9%, -4%, 18%
42) C=C(C)C1CC=C(C)/C(=N/NC(=O)CNc2ccc(OCC)cc2)C1 (configuration not stated)
    4%, i, 12%, -23%, -9%, nt, -1%, -5%
43) CCC(=O)NCCNC(=O)c1c(SC)nsc1SC
    -5%, i, -9%, 20%, 0%[57.1 µM], -2%, -12%, -10%
44) CC(C)C(C)NC(=O)COC(=O)C1CCN(S(=O)(=O)c2ccc3c(c2)OCCO3)CC1 (configuration not stated)
    -5%, i, 6%, -2%, -3%, 24%, 0%, 1%

High-throughput results deposited in PubChem BioAssay by National Center for Advancing Translational Sciences (NCATS).

These rows are one share of the data; the hit share may differ from the screen's.
